# Assay outcomes (PubChem)
# RXFP1 antag: antagonists of human relaxin receptor RXFP1. HEK293-RXFP1, relaxin-stimulated cAMP HTRF, 30 min; active compounds read low. actives 0.59% (n = 350,000). Q9HBX9. AID 1259400. activity change, negative = inhibition, % at 57.5 µM;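 active = activity change of -60% or lower, but not beyond a set lower limit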; also: % is scaled to controls: 0 for no effect and ±100 for the full control effect
# D1 agonist: agonists of human D1 dopamine receptor; P21728; HEK293 T-REx D1 cells, calcium flux, agonist mode; activation, % at 2 µM; actives 1% (n = 360,000); also: 0% is about no effect
# Target sequence (P21728 whole entry, looked up): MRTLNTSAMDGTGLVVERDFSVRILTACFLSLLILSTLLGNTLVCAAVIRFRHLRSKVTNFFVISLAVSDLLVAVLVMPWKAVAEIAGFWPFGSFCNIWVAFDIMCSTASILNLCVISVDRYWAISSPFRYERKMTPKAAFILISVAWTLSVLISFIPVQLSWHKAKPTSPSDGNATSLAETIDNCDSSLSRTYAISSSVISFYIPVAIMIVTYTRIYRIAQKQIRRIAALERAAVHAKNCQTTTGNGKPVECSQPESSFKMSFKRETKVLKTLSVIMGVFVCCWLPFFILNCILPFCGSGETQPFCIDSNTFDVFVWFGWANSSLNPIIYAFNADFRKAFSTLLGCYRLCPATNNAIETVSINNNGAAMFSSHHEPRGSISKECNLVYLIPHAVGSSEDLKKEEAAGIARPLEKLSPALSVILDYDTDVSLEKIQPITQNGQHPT
#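 Inducible HEK293 T-REx D1 cells, force-coupled to calcium signalling, were plated at 4000 cells/well with tetracycline and held overnight at 30 C. After no-wash calcium dye loading, compound-evoked calcium rise over 180 s flagged agonists.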
# D1 antagonist: antagonists of human D1 dopamine receptor; P21728; HEK293 TREx D1 cells, calcium flux, dopamine EC80; active compounds read low; AID 504652; activity change, negative = inhibition, % at 10 µM; actives 3.2% (n = 360,000); in the data active = activity change below about -30%; also: % is scaled to controls: 0 for no effect and ±100 for the full control effect
#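 Calcium flux readout: force-coupled, inducible Hek293 Trex D1 line, cells induced overnight at 30 C with tetracycline, dye-loaded 30–90 min at RT. Antagonism scored against EC80 dopamine challenge given 180 s after compound.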
# D2 PAM: D2 dopamine receptor (human) potentiation. HEK293 T-REx D2, calcium flux, EC20 dopamine potentiation. potentiation, % at 10 µM. actives 0.34% (n = 340,000). AID 485347. P14416;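 active = potentiation over 3 SD above the plate norm, cut at about 30% in these data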; also: 0% is about no effect
#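 Tetracycline-induced Hek293 Trex D2 cells, force-coupled to calcium, loaded with no-wash calcium dye. Compound added with 180 s kinetic read for agonism, then EC20 dopamine and a further 180 s read for potentiation.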
# TRHR PAM: TRH receptor (human) allosteric enhancement; TRHR cells, fluo-8 calcium fluorescence, EC20 TRH enhancement; enhancement, % at 2 µM; actives 0.66% (n = 360,000); in the data active = enhancement above about 30%; also: 0% is about no effect
# Target sequence (P34981 whole entry, looked up): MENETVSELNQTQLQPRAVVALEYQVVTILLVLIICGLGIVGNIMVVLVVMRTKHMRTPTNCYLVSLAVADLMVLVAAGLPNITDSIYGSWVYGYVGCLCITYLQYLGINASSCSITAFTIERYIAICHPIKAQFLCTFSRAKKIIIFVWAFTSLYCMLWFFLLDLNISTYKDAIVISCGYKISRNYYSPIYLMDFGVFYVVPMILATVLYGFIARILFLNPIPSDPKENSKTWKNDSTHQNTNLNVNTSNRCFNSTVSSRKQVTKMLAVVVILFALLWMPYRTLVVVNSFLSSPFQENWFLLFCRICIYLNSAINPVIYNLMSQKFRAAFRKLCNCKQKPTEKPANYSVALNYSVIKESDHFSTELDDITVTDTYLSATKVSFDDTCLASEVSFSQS
#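 TRHR-expressing cells loaded with fluo-8 calcium dye were read kinetically (ex 480/em 530) during compound addition, then stimulated with an EC20 of TRH (10 nM final). Enhancement of the Gq-mediated intracellular calcium response was scored.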
# D1 potentiator: potentiators of human D1 dopamine receptor; AID 504651; P21728; HEK293 TREx D1 cells, calcium flux, dopamine EC20 potentiation; actives 0.036% (n = 360,000); potentiation, % at 10 µM; in the data active = potentiation above about 30%; also: 0% is about no effect
# D2 ag: agonists of human D2 dopamine receptor; P14416; HEK293 T-REx D2 cells, calcium flux agonist mode; activation, % at 2 µM; actives 0.53% (n = 340,000);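 active = activation over 3 SD above normal in the single-dose calcium agonist read, cut at about 30% in these data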; also: 0% is about no effect
#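 HEK293 Trex D2 cells, tetracycline-induced, o/n 30 C 5% CO2; no-wash Ca dye, RT 30–90 min; 10-cycle baseline, 23 nl cpd added, kinetic Ca read 180 s; agonist hits = positive Ca response.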
# D2 antag: D2 dopamine receptor (human) antagonism; HEK293 TREx D2 cells, calcium flux, dopamine EC80; P14416; inhibition, % at 10 µM; AID 485344; actives 2% (n = 340,000); in the data active = inhibition above about 30%; also: 0% is about no effect
#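 Tetracycline-induced HEK293 TREx cells expressing D2 receptor forced-coupled to calcium signalling, loaded with no-wash calcium dye. Compounds added and calcium flux read 180 s, then dopamine added at EC80 and read a further 180 s.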
# TRHR agonist: TRH receptor (human) agonism. P34981. TRHR cells, calcium flux fluo-8, FDSS agonist mode. activation, % at 2 µM. actives 0.18% (n = 360,000); also: 0% is about no effect
#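 Read-out: compound-evoked intracellular calcium rise in TRHR cells, fluo-8 dye, kinetic FDSS fluorescence at 1 s/cycle following a 10-cycle baseline. Cells cultured overnight before dye loading (30 min–1.5 h, RT).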
# An asterisk follows results filed as active; . = no result given; & = joins results of further samples. Rule as the data show it, unless noted: active = activation above about 30%; inactive = the rest.
SMILES,RXFP1 antag,D1 agonist,D1 antagonist,D2 PAM,TRHR PAM,D1 potentiator,D2 ag,D2 antag,TRHR agonist
Cc1ccc(CS(=O)(=O)CCC(=O)NCc2ccccc2Cl)cc1,6,43*,-5,-1,-4,-7,-0.8,10,0.2
CCOc1nc(N2CCOCC2)nc(C)c1[N+](=O)[O-],-15,1,9,18,4,-1,-1.2,-6,-0.9
Cc1ccc2c(c1)NC(C(C)(C)C)CO2 (configuration not stated),-8,0,-6,6,6,1,0.4,4,0.0
CC(C)C1S/C(=N/N=C/c2ccco2)NC1=O (configuration not stated),-24,5,14,-2,-7,0,0.7,-17,-0.1
Cc1ccc(/C=N/N=C/c2ccc(C)cc2)cc1,-19,5,-10,3,-4,-5,-0.4,-8,0.0
O=c1cc(CSc2nnc(-c3ccccc3)o2)c2ccccc2[nH]1,-4,3,-10,8,-4,2,-0.1,-13,0.0
CC(NCC(=O)Nc1ccccc1C(=O)NC1CC1)c1cccc(Cl)c1 (configuration not stated),-2,1,11,-20,-4,-2,0.6,3,0.5
COc1ccc(CC2(CO)CCN(Cc3ccc(OC(F)(F)F)cc3)CC2)cc1,-10,12,6,-16,5,-5,0.9,4,1.8
CCOC(=O)CNC(=O)Nc1cc(C(=O)NCc2ccc(C(C)C)cc2)ccc1N1CCCC1,-16,2,0,-4,7,-1,0.0,.,-1.2
O=C(Cc1ccc(Cl)cc1)Nc1ccc(NC(=O)c2cccs2)cc1,-9,1,-2,16,5,1,1.0,-16,0.3
COc1cccc(OCCn2cc(C=O)c3ccccc32)c1,12,5,-17,-4,-1,4,-0.3,9,0.5
O=C(CSc1ccc(Cl)cc1)NC(=O)c1ccccc1,1,0,17,-18,0,-8,0.3,0,1.0
CCCCN(C)C(=O)CSc1nc2ccccc2nc1Cc1ccc(C)cc1,.,15,9,-4,-3,2,-0.4,.,0.3
CN(C)c1nc(SCC(=O)Nc2ccc(Cl)c(Cl)c2)nc(N2CCOCC2)n1,-19,1,-5,.,-4,-10,-2.5,12,-0.1
COc1ccc(NC(=S)N(CCCN2CCOCC2)Cc2ccccn2)cc1,-7,1,-2,10,9,-6,-0.6,23,-0.2
CC(C)CN(C(=O)COC(=O)c1ccc(Br)o1)c1c(N)n(Cc2ccccc2)c(=O)[nH]c1=O,-4,0,8,.,-1,-3,.,.,0.3
CC1CC(C)CN(C(=O)Cn2c(=O)n(CCCCC(=O)NC3CCCC3)c(=O)c3ccccc32)C1 (configuration not stated),1,0,-8,-1,2,-4,.,.,-0.2
O=C(Nc1cccnc1Cl)c1ccc(Cl)cc1,-63*,7,3,-1,7,1,0.0,6,-0.4
COc1ccc(CC(=O)N(Cc2cc3cc(OC)ccc3[nH]c2=O)C(C)C)cc1,-5,1,-12,-1,1,3,0.8,13,-0.2
CCOc1ccc(C(=O)Nc2c3c(nn2-c2cccc(C)c2C)CS(=O)C3)cc1 (configuration not stated),.,3,5,11,-2,1,1.6,11,0.3
CCN(CC)C(=O)Cn1cc(S(=O)(=O)CC(=O)Nc2ccc3c(c2)OCCO3)c2ccccc21,4,6,-6,-1,2,-3,1.0,-3,1.4
CN(Cc1cccnc1)Cc1cn(Cc2ccccc2)nc1-c1ccc2c(c1)OCO2,2,1,5,-1,-4,-3,-0.8,-3,-0.2
Cc1ccc(CNC(=O)CN(C)S(=O)(=O)c2cccc3cccnc23)cc1,.,0,6,5,4,7,0.5,1,-0.4
COc1ccc(-c2nnc(NC(=O)c3ccc(S(=O)(=O)N4COCC4(C)C)cc3)o2)cc1,-1,4,-18,4,3,-7,-0.3,17,-0.9
Cc1ccc(S(=O)(=O)N2CCC(C(=O)NCCCN3CCCC3=O)CC2)cc1C,-7,2,3,-5,-5,-10,-0.5,15,0.0
Cc1cc2ncn(C(=O)N3CCCCCC3)c2cc1C,7,0,8,2,4,-2,-0.5,4,-0.2
COc1ccc(C(=O)Nc2c(C(C)(C)C)nn(C)c2C(C)(C)C)cc1,1,0,-14,-6,-5,-3,-0.5,15,0.0
CNc1nc(Cl)c(SC)c(NCc2cccc(OC)c2)n1,3,10,-1,9,-14,2,-0.5,12,-0.1
COc1cccc(CNc2cc(C)ccn2)c1O,-15,2,2,6,15,-4,1.4,0,-0.3
OCCN(CC#CCn1c2ccccc2c2ccccc21)CCO,-4,5,10,-1,-3,2,1.1,8,0.0
CCOC(=O)c1c(C)n(C)c2cc(-c3ccc(F)cc3)c(O)cc12,-4,1,-6,0,2,-7,0.8,8,0.2
O=C(N/N=C/c1ccncc1)c1cccc([N+](=O)[O-])c1,.,0,-13,1,3,-6,-1.4,9,0.6
O=C1CSC(c2cn(-c3ccccc3)nc2-c2cccs2)N1CC1CCCO1 (configuration not stated),-7,2,9,6,8,8,-0.3,-9,-0.1
CCC1CN(C(=O)NCc2ccccc2)c2cc(Cl)ccc2O1 (configuration not stated),-4&-17,1&10,-16&2,-7&0,-13&-4,-5&-2,-0.7&0.4,5,-0.4&0.4
CC(NC(=O)c1ccc(N2CCNCC2)c([N+](=O)[O-])c1)C12CC3CC(CC(C3)C1)C2 (configuration not stated),10,1,8,16,31*,1,1.8,21,1.5
COc1ccc(OCCOC(=O)CNC(=O)c2ccc(Cl)cc2Cl)cc1,-1,15,-4,3,20,-4,-2.5,5,0.3
CCN(CC)c1ccc(/C=N/N2CCOCC2)c(O)c1,-4,6,-5,-1,-2,-5,0.8,-6,0.6
NC(=O)c1cccnc1Oc1ccc(Cl)cc1Cl,-13,2,-2,7,4,0,-0.3,-37,0.3
O=C1c2ccccc2NC(c2ccccc2Br)N1CCCN1CCOCC1 (configuration not stated),-6,0,-29,-3,5,5,0.2,-13,-1.1
CCc1ccccc1NC(=O)CN1CCCN(Cc2cc(C)ccc2C)S1(=O)=O,-26,33*,-11,-19,-3,5,-2.0,.,0.6
Cc1ccccc1Nc1nnc(SCC(=O)NC(=O)Nc2ccc3c(c2)OCCO3)s1,.,3,-11,12,15,0,0.7,-9,0.1
CCN(CC)CCN(C(=O)c1ccco1)c1nc2ccc(Br)cc2s1,-22,6,-11,-1,7,-3,1.3,.,0.5
Cc1cccc(/C=N/Nc2cc(N3CCOCC3)nc(N3CCOCC3)n2)c1,0,2,-1,4,1,-4,0.8,0,-0.7
CCOCCOC(=O)Cn1cnc2scc(-c3ccc(C)cc3)c2c1=O,-1,1,-2,-2,-3,3,0.3,18,-1.3
CCCCCN(C(=O)CCC(=O)OC(C)C(=O)NCc1ccccc1)c1c(N)n(CCCC)c(=O)[nH]c1=O (configuration not stated),-8,2,-9,2,-5,-2,0.2,3,-0.2
O=C(COc1cccc(Br)c1)N/N=C/C(=O)c1ccccc1,-5,1,-13,4,2,1,-0.6,12,0.7
Cc1ccc(S(=O)(=O)N2CCOCC2)cc1C(=O)OCC(=O)NC1CCCCC1,6,7,-7,5,-2,-2,0.5,8,0.6
COc1ccc(CNC(=O)c2sccc2-c2ccccc2)cc1OC,-9,5,-4,6,3,-10,0.5,-1,-0.4
CC(=O)Nc1ccc(NC(=O)CCC(=O)OCC(=O)c2ccc(F)cc2)cc1,2,2,3,-5,-5,6,1.1,0,0.2
O=C(CSc1ccc(Cl)cc1)Nc1ccc(N2CCN(C(=O)c3ccc(Cl)cc3)CC2)cc1,-8,2,4,-4,13,-3,0.7,-20,0.0
CCN1C(=O)[C@H]2[C@H]3[C@H](O)[C@H](O)C/C(=N\OC[C@@H](C)[C@H](OCc4ccccc4)C(C)C)[C@@H]3CC[C@H]2C1=O,.,2,-3,-7,-4,-4,-3.7,-7,-0.3
C=CCNC(C(=O)Nc1cccc(OC)c1)c1ccccc1 (configuration not stated),-15,2,9,-4,-3,3,2.4,8,0.0
CC1(C)Oc2ccc3ccc(=O)oc3c2-c2cn[nH]c21,-14,1,-29,8,8,-6,-2.2,-3,-0.2
Cc1ccc2c(c1)c1c(c(=O)n(-c3ccccc3)c(=O)n1CC(=O)c1ccc(F)cc1)n2C,.,1,-6,0,-1,-1,0.2,.,0.1
Cc1nc2nc(C)c(CCC(=O)O)c(C)n2n1,14,2,-8,21,10,-3,-0.4,3,-1.7
CCOC(=O)c1ccc(N2C(=O)c3n[nH]c(C)c3C2c2ccc(C(C)(C)C)cc2)cc1 (configuration not stated),.,12,29,6,27,12,-0.1,.,0.5
O=C(Nc1ccccc1C(=O)OCc1cc(=O)n2c3c(sc2n1)CCCC3)c1cccc(Cl)c1,-2,1,2,4,5,2,0.3,.,0.8

# A different layout for part of the listing above.
SMILES	RXFP1 antag	D1 agonist	D1 antagonist	D2 PAM	TRHR PAM	D1 potentiator	D2 ag	D2 antag	TRHR agonist
Cc1ccccc1Nc1nnc(SCC(=O)NC(=O)Nc2ccc3c(c2)OCCO3)s1	.	3	-11	12	15	0	0.7	-9	0.1
CCN(CC)CCN(C(=O)c1ccco1)c1nc2ccc(Br)cc2s1	-22	6	-11	-1	7	-3	1.3	.	0.5
Cc1cccc(/C=N/Nc2cc(N3CCOCC3)nc(N3CCOCC3)n2)c1	0	2	-1	4	1	-4	0.8	0	-0.7
CCOCCOC(=O)Cn1cnc2scc(-c3ccc(C)cc3)c2c1=O	-1	1	-2	-2	-3	3	0.3	18	-1.3
CCCCCN(C(=O)CCC(=O)OC(C)C(=O)NCc1ccccc1)c1c(N)n(CCCC)c(=O)[nH]c1=O (configuration not stated)	-8	2	-9	2	-5	-2	0.2	3	-0.2
O=C(COc1cccc(Br)c1)N/N=C/C(=O)c1ccccc1	-5	1	-13	4	2	1	-0.6	12	0.7
Cc1ccc(S(=O)(=O)N2CCOCC2)cc1C(=O)OCC(=O)NC1CCCCC1	6	7	-7	5	-2	-2	0.5	8	0.6
COc1ccc(CNC(=O)c2sccc2-c2ccccc2)cc1OC	-9	5	-4	6	3	-10	0.5	-1	-0.4
CC(=O)Nc1ccc(NC(=O)CCC(=O)OCC(=O)c2ccc(F)cc2)cc1	2	2	3	-5	-5	6	1.1	0	0.2
O=C(CSc1ccc(Cl)cc1)Nc1ccc(N2CCN(C(=O)c3ccc(Cl)cc3)CC2)cc1	-8	2	4	-4	13	-3	0.7	-20	0.0
CCN1C(=O)[C@H]2[C@H]3[C@H](O)[C@H](O)C/C(=N\OC[C@@H](C)[C@H](OCc4ccccc4)C(C)C)[C@@H]3CC[C@H]2C1=O	.	2	-3	-7	-4	-4	-3.7	-7	-0.3
